# Screens from PubChem BioAssay.
# KB-3-1 tox: KB-3-1 parental cell cytotoxicity. AID 1347075. KB-3-1 viability, CellTiter-Glo ATP luminescence, 72 h. 400,000 tested, 1.4% active. Potency, µM (top dose mostly 46.1 µM), for the others: top-dose activity change, negative = cytotoxic, hits mostly cytotoxic; further: potency means the concentration at half of the fitted maximal effect; on the % scale 0 is the no-effect control and ±100 the full control effect; nearly all actives have a fitted effect of over 60% in size
#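 KB-3-1 parental drug-naive adenocarcinoma cells in DMEM/10% FBS, incubated 72 h at 37 C with pin-transferred compounds across a concentration series. Viability by CellTiter-Glo luminescence; concentration-response curves fitted after normalization.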
# KB-V1 MDR tox: KB-V1 MDR subline cytotoxicity; AID 1347076; KB-V1 MDR cells viability, CellTiter-Glo, 72 h; 400,000 tested, 3.4% active; Potency, µM (highest dose often 46.1 µM), for the others: top-dose activity change, negative = cytotoxicity, most hits filed as cytotoxic; further: potency means the concentration at half of the fitted maximal effect; on the % scale 0 is the no-effect control and ±100 the full control effect; nearly all actives have a fitted effect of over 60% in size
#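 Following 72 h at 37 degrees C with compound, KB-V1 cell viability was read by CellTiter-Glo luminescence, medium being phenol-red-free DMEM plus 10% FBS; concentration-response parameters came from normalized, curve-fitted qHTS data.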
# D3 ag: D3 dopamine receptor (human) agonism. D3R DiscoveRx beta-arrestin cells, luminescence, 90 min. max activation, %. 410,000 tested, 0.58% active; in the data active means max activation above about 30%; further: 0% is about no effect; mostly tested at two doses, the higher about 12 µM
# Target sequence (P35462 whole entry, looked up): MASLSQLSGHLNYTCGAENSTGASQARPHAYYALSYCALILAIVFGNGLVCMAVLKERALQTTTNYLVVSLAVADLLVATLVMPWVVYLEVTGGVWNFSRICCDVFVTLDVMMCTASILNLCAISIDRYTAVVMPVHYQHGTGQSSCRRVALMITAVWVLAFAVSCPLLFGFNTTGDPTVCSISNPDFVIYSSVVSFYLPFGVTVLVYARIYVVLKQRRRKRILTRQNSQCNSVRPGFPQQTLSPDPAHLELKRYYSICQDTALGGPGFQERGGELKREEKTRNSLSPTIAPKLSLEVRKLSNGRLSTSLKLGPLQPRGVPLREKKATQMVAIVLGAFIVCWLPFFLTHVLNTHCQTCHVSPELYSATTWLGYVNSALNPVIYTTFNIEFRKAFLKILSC
#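 Agonist-mode cell screen: cells plated at 1500/well and incubated overnight at 37 °C, then exposed to library compounds for 90 min at 37 °C. Detection reagent was added for 30–60 min at room temperature, and luminescence was read.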
# * = called active by the depositor; ? = inconclusive. Unless noted, the call rests on the fitted dose curve; in most records, active means well fitted cell-killing curve with a large enough effect; inconclusive means small, poorly fitted or top-dose-only effect, or effect the other way; inactive means flat fitted curve, though single readings scatter.
# The opening 16 entries (preview)
SMILES,KB-3-1 tox,KB-V1 MDR tox,D3 ag
O=C(c1cc2c(=O)[nH]c3ccccc3c2s1)N1CCN(c2ccc(F)cc2)CC1,1.2%,-14.9%,1.0
Cc1nc(-c2cccc(F)c2)sc1CCNC(=O)c1c(F)cccc1Cl,-3.2%,10.2%,5.5
CCOc1ccccc1Oc1ncnc2c1oc1ccccc12,-2.1%,-7.6%,5.8
COc1ccc(CNC(=O)c2cccc(NC(=O)N3CCSc4ncccc43)c2)cc1,-3.3%,11.0%,7.8
Cc1cc(C)c2oc(C(=O)Nc3ccc(S(=O)(=O)N(C)c4ccccc4)cc3)cc(=O)c2c1,4.7%,?,12.3
CCc1nn(CC(=O)NCc2ccco2)c(=O)c2cc3cc(F)ccc3n12,-4.0%,-26.2%,7.8
COc1ccc(NC(=O)c2cccn2-c2nnc(N3CCCCC3)s2)cc1,-1.7%,-15.5%,-21.7
Cc1ccc(OCc2nc(-c3ccc(C(=O)NCc4ccc(OC(C)C)cc4)cc3)oc2C)cc1,16.2%,-18.5%,19.8
Cc1cc(C)c2sc(N(Cc3cccnc3)C(=O)CCS(=O)(=O)c3ccccc3)nc2c1,18.3%,4.8%,3.4
CCOCCCNC(=O)C(=O)Nc1c2c(nn1-c1ccccc1)CSC2,-0.3%,-11.7%,-8.9
CC(=O)N1CCCc2cc(S(=O)(=O)N3CCC(C(=O)NCc4ccccc4)CC3)ccc21,2.8%,1.8%,-3.0
Cc1cc(Oc2c(C(F)(F)F)oc3c(CN4CCC(C)CC4)c(O)ccc3c2=O)cc(C)c1Cl,10.1%,0.0%,-3.0
COc1ccc(-c2noc(-c3ccc(NC4CCCCC4)c([N+](=O)[O-])c3)n2)cc1OC,11.8%,11.9%,8.3
Clc1cccc(-n2ncc3c(NCCCc4ccccc4)ncnc32)c1,0.1%,13.4%,-1.3
COc1ccc(C)cc1N(CC(=O)N1CCC(C)CC1)S(=O)(=O)c1ccc(C)cc1,19.4%,-20.0%,-17.9
O=C(c1ccc(CSc2nc3ccncc3n2Cc2cccc(F)c2)cc1)N1CCCCCC1,-9.6%,15.8%,3.3

# The listing, from the first entry:
SMILES,KB-3-1 tox,KB-V1 MDR tox,D3 ag
O=C(c1cc2c(=O)[nH]c3ccccc3c2s1)N1CCN(c2ccc(F)cc2)CC1,1.2%,-14.9%,1.0
Cc1nc(-c2cccc(F)c2)sc1CCNC(=O)c1c(F)cccc1Cl,-3.2%,10.2%,5.5
CCOc1ccccc1Oc1ncnc2c1oc1ccccc12,-2.1%,-7.6%,5.8
COc1ccc(CNC(=O)c2cccc(NC(=O)N3CCSc4ncccc43)c2)cc1,-3.3%,11.0%,7.8
Cc1cc(C)c2oc(C(=O)Nc3ccc(S(=O)(=O)N(C)c4ccccc4)cc3)cc(=O)c2c1,4.7%,?,12.3
CCc1nn(CC(=O)NCc2ccco2)c(=O)c2cc3cc(F)ccc3n12,-4.0%,-26.2%,7.8
COc1ccc(NC(=O)c2cccn2-c2nnc(N3CCCCC3)s2)cc1,-1.7%,-15.5%,-21.7
Cc1ccc(OCc2nc(-c3ccc(C(=O)NCc4ccc(OC(C)C)cc4)cc3)oc2C)cc1,16.2%,-18.5%,19.8
Cc1cc(C)c2sc(N(Cc3cccnc3)C(=O)CCS(=O)(=O)c3ccccc3)nc2c1,18.3%,4.8%,3.4
CCOCCCNC(=O)C(=O)Nc1c2c(nn1-c1ccccc1)CSC2,-0.3%,-11.7%,-8.9
CC(=O)N1CCCc2cc(S(=O)(=O)N3CCC(C(=O)NCc4ccccc4)CC3)ccc21,2.8%,1.8%,-3.0
Cc1cc(Oc2c(C(F)(F)F)oc3c(CN4CCC(C)CC4)c(O)ccc3c2=O)cc(C)c1Cl,10.1%,0.0%,-3.0
COc1ccc(-c2noc(-c3ccc(NC4CCCCC4)c([N+](=O)[O-])c3)n2)cc1OC,11.8%,11.9%,8.3
Clc1cccc(-n2ncc3c(NCCCc4ccccc4)ncnc32)c1,0.1%,13.4%,-1.3
COc1ccc(C)cc1N(CC(=O)N1CCC(C)CC1)S(=O)(=O)c1ccc(C)cc1,19.4%,-20.0%,-17.9
O=C(c1ccc(CSc2nc3ccncc3n2Cc2cccc(F)c2)cc1)N1CCCCCC1,-9.6%,15.8%,3.3
Cc1c(C(=O)N(C)C)sc2c1c(=O)n(-c1ccc(Cl)cc1)c(=O)n2Cc1ccccc1F,-6.8%,15.3%,3.5
COc1ccc(C2c3c(oc4ccccc4c3=O)C(=O)N2Cc2ccc3c(c2)OCO3)cc1 (stereo not given),-6.2%,12.9%,-5.3
CCC(C(=O)NCCc1ccc(Cl)cc1)n1nc(C)c2c(C)n(-c3ccccc3)nc2c1=O (stereo not given),-9.8%,0.0%,-21.4
N=c1n(CCO)c2ccccc2n1CCOc1ccc(F)cc1,-3.9%,5.6%,-5.2
CC(=O)Nc1ccc2nc3c(=O)n(C)c(=O)n(C)c3nc2c1C,-5.4%,0.0%,0.9
Cc1ccc(Cl)cc1N(C)C(=O)c1cn(C2CCCCC2)c(=O)c2c1c1ccccc1n2C,?,?,0.2
Cc1cc(-c2ccc(C)c(S(=O)(=O)NCCc3ccccc3)c2)on1,1.3%,0.5%,0.4
COc1cccc(CNC(=O)C2CCCN(S(=O)(=O)c3ccc4c(ccn4C)c3)C2)c1 (stereo not given),-12.1%,-6.2%,4.7
COc1ccc(OC)c(CCNC(=O)Cn2ncc3c([nH]c4ccccc43)c2=O)c1,-1.1%,8.1%,-1.4
O=C(Cn1c(=O)n(Cc2nc(-c3ccccc3)no2)c(=O)c2cc3c(cc21)OCO3)Nc1ccc(Cl)cc1,4.3%,-2.1%,4.5
O=C(Cc1csc2nc(-c3ccccc3)cn12)NCc1ccc(F)cc1,1.0%,16.5%,0.2
CCc1ccc(NC(=O)C(CC)n2c(=O)c(-c3ccccc3NC(C)=O)nc3ccccc32)cc1 (stereo not given),-2.2%,-2.3%,-14.0
CN1C(C(=O)NC(C)(C)C)=CC(c2ccc3c(c2)OCO3)=NS1(=O)=O,9.4%,1.8%,2.8
COc1ccc(-n2ccnc(NCc3ccccc3OC)c2=O)cc1,4.4%,-11.5%,-2.0
NC(=O)Cn1c(=O)n(CCCCCC(=O)NCc2ccc(F)cc2)c(=O)c2sccc21,2.3%,-6.9%,0.4
Cc1ccc(C)c(N2CCN(C(=O)C3CCC(CNS(=O)(=O)c4cccs4)CC3)CC2)c1 (stereo not given),-7.7%,-23.1%,13.8
O=[N+]([O-])c1cc(-c2nc(-c3ccccc3)no2)ccc1N1CCCCC1,-2.8%,-8.2%,1.1
Cc1nc2cc(C(=O)O)ccc2n1-c1ccc(C(C)C)cc1,8.1%,8.8%,5.3
CCc1ccc(S(=O)(=O)c2nnn3c2nc(N2CCC(C)CC2)c2cc(Cl)ccc23)cc1,-16.7%,?,-4.5
COc1ccc(Cl)cc1NC(=O)Cn1cc(S(=O)(=O)Cc2cccc(Cl)c2)c2ccccc21,?,?,3.4
CCCCOC(=O)c1ccc(NC(=O)c2cc(-c3ccccc3)on2)cc1,4.5%,-6.3%,-8.6
Cc1ccc(C)c(Cn2nnc(C(=O)NCc3ccc(Cl)cc3Cl)c2N)c1,16.9%,2.9%,-14.6
COc1ccc(OCCCCn2c(C3CC(=O)N(c4cccc(Cl)c4)C3)nc3ccccc32)cc1 (stereo not given),-25.9%,-28.9%,-11.8
Cc1ccc(Cl)cc1NC(=O)COCc1cc(-c2ccco2)on1,6.9%,-5.0%,2.0
CC(C)CCNC(=O)c1cnc2sc(N3CCCCC3)nn2c1=O,-10.2%,-13.3%,3.7
CCOC(=O)N1CCc2c(sc3c2c(=O)n(-c2ccccc2)c(=O)n3CC(=O)Nc2ccc(OC)cc2OC)C1,27.6%,0.0%,-5.0
Cc1cc(C)cc(S(=O)(=O)Nc2cccc(-c3ccc(N4CCOCC4)nn3)c2)c1,-9.4%,0.0%,-5.9
Cc1ccc(C(=O)Nc2nc(-c3nnn(-c4cccc(C(F)(F)F)c4)c3C)ns2)cc1,-9.2%,24.5%,-8.3
CCn1c(C)c(C)c2cc(C(=O)NCc3ccc(OC(C)C)cc3)ccc21,1.2%,16.3%,-22.3
CCOC(=O)c1ccccc1NC(=O)Cn1c(=O)n(Cc2nc(C)no2)c(=O)c2ccccc21,8.5%,-18.6%,-13.4
CCc1nn(Cc2cc(C)ccc2C)c(=O)c2cc3cc(C)ccc3n12,-17.5%,-5.7%,-8.2
COc1ccc(N2CCN(C(=O)c3cccn3-c3nnc(N4CCCC4)s3)CC2)cc1,6.8%,-10.9%,1.0
CC(=O)c1ccc(NC(=O)CSc2nc(-c3ccccc3F)nc3c2c(=O)n(C)c(=O)n3C)cc1,5.1%,27.3%,-6.5
COc1cccc(NS(=O)(=O)c2ccc3c(c2)[C@H]2C=CC[C@H]2[C@@H](c2ccccc2Cl)N3)c1,?,-5.8%,-8.2
O=C(Nc1ccccc1Br)c1cc(CN2CCCC2)on1,0.0%,-8.6%,-3.0
CN1C(=O)Cc2cc(S(=O)(=O)CCC(=O)Nc3ccc(Cl)cc3)ccc21,-0.1%,16.6%,-16.9
O=C(Cc1ccccc1)N(Cc1cccnc1)c1nc2c(F)cccc2s1,?,-17.9%,0.0
CC(C)OC(=O)C(C(=O)C(F)(F)F)c1cc(NS(=O)(=O)c2ccc3c4c(cccc24)C(=O)N3)ccc1O (stereo not given),9.2%,?,8.9
Cc1ccc2scc(N3CCN(c4ccc(F)cc4)CC3)c(=O)c2c1,0.4%,30.9%,-16.5
Cc1ccccc1OCCn1c(CCNC(=O)C2CCCCC2)nc2ccccc21,0.0%,0.0%,-23.2
CCCSCCCNC(=O)CN1C(=O)CCn2nc(-c3cn(C)c4ccccc34)cc21,4.1%,-0.8%,-20.8
O=C(Cn1c(-c2cccs2)cc2ccccc21)N1CCN(c2ccc(Cl)cc2)CC1,2.0%,-8.8%,3.2
CCC12CN3CC(C)(CN(C1)C3c1c[nH]c3ccccc13)C2=O (stereo not given),6.2%,-14.3%,5.4
CC(C)(C)NS(=O)(=O)c1ccc2nc(NC(=O)c3cccnc3)sc2c1,-1.5%,?,9.4
# Continuation:
SMILES,KB-3-1 tox,KB-V1 MDR tox,D3 ag
COc1ccc(NC(=O)c2ccc3oc(=O)c(S(=O)(=O)c4ccc(F)cc4)cc3c2)cc1OC,?,0.3%,-4.8
Clc1cccc(CSc2nnc(C3CCNCC3)o2)c1,-23.5%,5.0%,-29.6
Cc1ccc(-n2nc(C(=O)N3CCN(c4ccc(F)cc4)CC3)c(=O)n(C)c2=O)cc1,16.9%,3.4%,-0.7
Cc1ccc(Cl)cc1N(C)C(=O)C1CCCN(c2ncnc3onc(-c4ccc(F)cc4)c23)C1 (stereo not given),?,?,2.4
CCc1cccc(C)c1Nc1c(-c2cccc(O)c2)nc2nc(C)cc(C)n12,17.5%,20.5%,7.2
COc1ccc(-c2c(C)c3ccc(O)c(CN4CCN(C)CC4)c3oc2=O)cc1OC,-13.7%,1.7%,-9.3
CN(C)c1ccc(CNC(=O)CCCN2C(=O)c3cccnc3Oc3ccc(Cl)cc32)cc1,3.9%,2.8%,3.2
COc1cc2nc(SCC(=O)Nc3ccccc3C)n3nc(CCn4c(C)nc5ccccc54)nc3c2cc1OC,22.2%,8.7%,-12.5
COC(=O)c1sccc1S(=O)(=O)N(CC(=O)NCc1ccc(F)cc1)c1ccc(C)c(C)c1,6.7%,-5.6%,7.8
O=C(Nc1ccc2oc(-c3cc(Br)ccc3Cl)nc2c1)c1ccc2ccccc2c1,-11.9%,1.3%,-10.6
Cc1cccc(CN2C(=O)CC(c3ccc(Cl)cc3)c3c(C)nn(-c4nc(C)cc(C)n4)c32)c1 (stereo not given),-15.7%,-7.5%,-1.6
C=Cc1ccc(CSc2nc(-c3ccc(OC)cc3)nc3c2Cc2c(CO)cnc(C)c2O3)cc1,2.9%,7.2%,4.0
O=C(CCn1cccn1)NCc1ccc(Cl)cc1,17.6%,15.7%,3.9
Cc1ccc2c(c1)cc(C(=O)Nc1ccc(F)cc1F)n2C,?,-3.0%,6.2
CC(=O)c1cc(-c2ccccc2)n(CCC(=O)Nc2ccc(C)cc2C)c1C,-1.5%,7.7%,-3.4

# A portion of the library. The share of hits here may be higher or lower than overall.
